Source: PubChem BioAssay (National Center for Advancing Translational Sciences (NCATS))
Luc counter: blocks Kinase-Glo luciferase, a counter-screen artifact; Q27757; Kinase-Glo luciferase, ATP luminescence, 8 min; Potency, µM (titrated, usually from 38.3 µM), inactives show at the top dose activity change, negative = inhibition, hits mostly inhibitors; actives 0.28% (n = 200,000); further: potency means the concentration at half of the fitted maximal effect; on the % scale 0 is the no-effect control and ±100 the full control effect; nearly all actives have a fitted effect of over 60% in size
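Compound is pinned into ATP-containing buffer (10 uM ATP, imidazole pH 7.2, 7 mM MgCl2). Kinase-Glo luciferase reagent is then added. Light output is recorded following an 8-min room-temperature incubation.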
CBFb-RUNX1 inh: inhibitors of human CBF-beta and RUNX1 interaction. Q01196+Q13951. AlphaScreen CBFb-His/RUNX1-biotin binding, biochemical. Potency, µM (highest dose often 59.8 µM), for the others: at the highest dose activity, negative = inhibition, actives largely listed as inhibitors. 230,000 tested, under 10 active. AID 1477; further: % of control where 0% means no effect
Target sequence (Q01196 whole entry, looked up): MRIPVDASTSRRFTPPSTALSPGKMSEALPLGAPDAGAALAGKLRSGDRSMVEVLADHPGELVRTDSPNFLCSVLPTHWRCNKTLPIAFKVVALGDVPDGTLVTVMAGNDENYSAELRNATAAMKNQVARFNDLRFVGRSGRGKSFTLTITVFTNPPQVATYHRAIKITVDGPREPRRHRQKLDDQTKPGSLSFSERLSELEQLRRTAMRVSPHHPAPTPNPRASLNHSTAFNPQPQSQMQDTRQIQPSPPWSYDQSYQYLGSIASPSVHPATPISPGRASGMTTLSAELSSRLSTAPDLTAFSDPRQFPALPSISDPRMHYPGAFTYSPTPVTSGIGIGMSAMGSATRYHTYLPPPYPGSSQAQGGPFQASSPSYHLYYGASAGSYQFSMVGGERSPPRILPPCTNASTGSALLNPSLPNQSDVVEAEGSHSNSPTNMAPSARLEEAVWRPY
Target sequence (Q13951 whole entry, looked up): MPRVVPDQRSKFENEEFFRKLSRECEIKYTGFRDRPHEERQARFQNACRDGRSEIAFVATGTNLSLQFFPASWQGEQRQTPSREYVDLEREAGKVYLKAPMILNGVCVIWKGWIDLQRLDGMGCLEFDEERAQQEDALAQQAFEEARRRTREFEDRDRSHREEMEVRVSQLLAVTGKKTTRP
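Compounds were screened at multiple concentrations against a preformed CBF-beta(His)/RUNX1(biotin) complex (30 nM of each) for 15 min at room temperature, followed by 90 min with nickel and streptavidin beads and AlphaScreen reading.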
LMNA splice mod: LMNA splicing modulation. HeLa LMNA splicing GFP/RFP minigene ratio, 48 h. Potency, µM (highest dose often 46.1 µM), inactives show at the highest dose ratio change, negative = inhibition, usual class: inhibitors. actives 0.01% (n = 200,000). AID 1487; active means well fitted inhibition curve with a large enough effect in the signal ratio, with a control signal flat, not every such curve was filed as active; inconclusive means small, poorly fitted or top-dose-only effect, or effect the other way, or a change in a side signal; the % refers to the signal ratio; further: potency means the concentration at half of the fitted maximal effect; on the % scale 0 is the no-effect control and ±100 the full control effect
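S3 HeLa cells stably expressing lamin A-EGFP splicing minigene plus DsRed2, 600 cells/well, 48 h compound exposure at 37C. Laser-scanning cytometry; analysed as GFP (500-530 nm)/RFP (575-640 nm) total intensity ratio; 0.5% DMSO vehicle.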
IMPase Li inh: IMPase inhibition in cells with lithium potentiation; CHO-M1 cells, IP1 TR-FRET (IP-One), carbachol + lithium; Potency, µM (top dose mostly 59.4 µM), inactives show at the highest dose activity, negative = IMPase inhibition, most hits filed as inhibitors; actives 0.35% (n = 210,000);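 further: IP1 builds up when IMPase is blocked and the TR-FRET signal falls; potency means the concentration at half of the fitted maximal effect; plate controls were basal vehicle for no effect and high inhibitor control for full effect; nearly all actives have a fitted effect of over 50% in size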
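Readout is a homogeneous TR-FRET IP1 immunoassay (Ex 320, Em 665 and 620), where raised cytosolic IP1 lowers signal. Cells were CHO-M1 treated 30 min at 37C with test compounds plus a little lithium; AC50 values came from Hill-equation fitting.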
Epigenetic reg: derepresses silenced GFP reporter in murine cells | murine LDR cells, GFP reporter derepression, 30 h | Potency, µM (top dose mostly 53.9 µM), for inactives: at the top dose GFP activation, most hits filed as activators | actives 0.2% (n = 280,000); further: potency means the concentration at half of the fitted maximal effect; % of control where 0% means no effect; nearly all actives have a fitted effect of over 60% in size
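In this reporter-derepression format, murine cells bearing a silenced integrated CMV-GFP locus incubate with test compound (30 h, 37 C), then are washed and imaged; fluorescent objects of 20–120 um count as induced cells.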
NPSR antag: neuropeptide S receptor (human) antagonism, cAMP; CHO-NPSR cells, cAMP TR-FRET, antagonist mode; Potency, µM (highest dose often 38.3 µM), for the others: at the highest dose activity change, negative = inhibition, actives largely listed as inhibitors; Q6W5P4; actives 1% (n = 220,000); further: potency means the concentration at half of the fitted maximal effect; on the % scale 0 is the no-effect control and ±100 the full control effect; nearly all actives have a fitted effect of over 50% in size; many of its hits are not listed in these tables
aGal spleen mod: inhibits or activates alpha-galactosidase in human spleen homogenate. actives 0.008% (n = 240,000). P06280. Potency, µM (doses to about 80 µM), inactives show at the highest dose activity change, negative = inhibition, hits mostly inhibitors. human spleen homogenate, 4MU-alpha-Gal fluorescence, 40 min. AID 2107;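 further: potency means the concentration at half of the fitted maximal effect; 0% = enzyme with vehicle and -100% = no enzyme basal signal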
Target sequence (P06280 32-429 limits assumed): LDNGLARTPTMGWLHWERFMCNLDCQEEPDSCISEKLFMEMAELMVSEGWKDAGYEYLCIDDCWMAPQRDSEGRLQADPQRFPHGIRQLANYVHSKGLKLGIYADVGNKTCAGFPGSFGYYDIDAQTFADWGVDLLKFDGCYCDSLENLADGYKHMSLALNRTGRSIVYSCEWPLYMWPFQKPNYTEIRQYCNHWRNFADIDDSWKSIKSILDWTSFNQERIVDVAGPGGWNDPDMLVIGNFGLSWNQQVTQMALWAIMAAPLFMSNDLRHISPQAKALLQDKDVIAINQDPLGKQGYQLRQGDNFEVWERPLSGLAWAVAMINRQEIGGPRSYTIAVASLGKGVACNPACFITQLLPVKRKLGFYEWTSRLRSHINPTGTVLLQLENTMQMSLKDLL
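Inhibition or activation of alpha-galactosidase in human spleen homogenate is scored by 4-MU fluorescence after 40 min at 37C, pH 5.0, with 1 mM substrate. AC50s come from concentration-response fitted to the Hill equation.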
* = called active by the depositor; u = inconclusive; x = not tested or not shown; & = joins results of further samples; [ ] = dose if it differs, or a comment. Unless noted, the call rests on the fitted dose curve; in most records, active means well fitted curve in the direction sought with a large enough effect; inconclusive means small, poorly fitted or top-dose-only effect, or another doubt; inactive means no such curve, though single readings can be large; an effect the other way counts as inactive or inconclusive.

SMILES | Luc counter | CBFb-RUNX1 inh | LMNA splice mod | IMPase Li inh | Epigenetic reg | NPSR antag | aGal spleen mod
COc1cccc(-c2nc(CS(=O)(=O)CC(=O)NC3CCCc4ccccc43)c(C)o2)c1 (configuration not stated) | -1% | 1% | u | 0%[38.3 µM] | 1.0% | -15%[46.1 µM] | -6%
COC(=O)c1ccccc1OCCN1CCCCCC1 | 0% | -15% | x | -7% | 4.3% | 3% | 9%
CCOC(=O)N1CCC(NC(=O)C2CCN(S(=O)(=O)c3cccc4cccnc34)CC2)CC1 | 1% | 6% | -7% | 4%[38.3 µM] | 0.0% | -7%[46.1 µM] | -1%
CN(C)/N=C/c1cn(-c2ccccc2)nc1-c1cccnc1 | 1% | 7% | 1%[46 µM] | -4% | 1.1% | -16% | -21%
CCSc1cnc(-c2ccccc2)n1CC | -2% | -3% | 3% | 11%[38.3 µM] | -0.4% | -5%[46.1 µM] | -8%
Oc1cccc(NC(=S)Nc2cccnc2)c1 | 5% | -2% | 7% | -10% | -6.4% | 14% | -1%
CCN(CC)Cc1cc(C(=O)O)c(C)o1 | -2% | 4% | 0%[46 µM] | -1% | 0.0% | -7% | u
CCC1(CC)NC(=O)N(CC(=O)OCC(=O)Nc2cc(C)ccc2C)C1=O | 0% | 2% | -1% | -4%[38.3 µM] | 4.0% | 2%[7.67 µM] | -3%
CCc1nnc(NC(=O)CCC(=O)N2CCN(Cc3cc(F)ccc3OC)CC2)s1 | -6% | 3% | -7% | -9%[38.3 µM] | -0.9% | -13%[46.1 µM] | -4%
O=C(Oc1ccc(-n2cnnn2)cc1)c1ccco1 | -3% | 7% | u | -20%[38.3 µM] | 0.1% | 8%[46.1 µM] | -3%
O=[N+]([O-])c1ccc(N2CCOCC2)cc1NCCCO | 1% | 0% | -13%[46 µM] | 11% | 1.6% | 5% | -1%
COc1ccc(-c2onc(C)c2-c2ccc(C(=O)OC(C)C)o2)c(O)c1 | 0% | -6% | u | 21%[38.3 µM] | 0.4% | u | 2%
CCN1CCN(C(CC(C)C)c2nnnn2CS(=O)(=O)c2ccc(C)cc2)CC1 (configuration not stated) | -2% | -5% | u | 7% | 0.0% | -18% | -10%
COc1ccc(-c2csc(C)n2)cc1OC | -6% | 3% | 3% | 10%[38.3 µM] | 0.8% | -3%[46.1 µM] | 1%
O=C(COc1ccc2ccccc2c1)NCC(=O)N/N=C/c1ccco1 | -1% | -5% | 6% | 1%[38.3 µM] | -9.2% | -9%[46.1 µM] | -2%
Cn1cccc1Cc1nnc(SCC(=O)NC2CCCCC2)n1CCc1ccccc1 | 2% | 3% | -8% | 6% | 0.0% | -6% | -5%
CC(C)CCNC(=O)NC(=O)COC(=O)CCN=C1NS(=O)(=O)c2ccccc21 | 1% | 14% | -3%[46 µM] | -4% | 4.8% | 6% | -1%
O=C(Nc1ccc(Cl)cc1)c1csc(-c2ccncc2)n1 | 2% | 3% | u | 7% | 0.4% | -21% | -6%
CC(C)CNC(=O)CCCc1c[nH]c2ccccc12 | -2% | 1% | 2% | 0%[38.3 µM] | 2.0% | -3%[46.1 µM] | 1%
COc1ccc(C(C)=O)cc1CSc1nnc(-c2ccncc2)n1C | 1% | -2% | x | -6% | 1.1% | 1% | 1%
COc1ccc(C2/C=C\CN(S(=O)(=O)/C=C/c3ccccc3)CC(=O)N2Cc2ccc(F)cc2)cc1 (configuration not stated) | x | 17%&11% | x | x | 2.8% | -33% | -3%&6%
O=c1c2c([nH]c3ccccc13)CCCC2 | -2% | 5% | -9% | -5%[38.3 µM] | 1.0% | 2%[46.1 µM] | 8%
COc1ccccc1N=Cc1c(O)c2ccccc2oc1=O | 14µM* | 1% | -16% | 13% | -1.0% | u | 1%
CC(C)OC(=O)C(CC(=O)O)N1CCOCC1 (configuration not stated) | -3% | -4% | 1%[0.0737 µM] | -15%[38.3 µM] | -0.9% | 6%[46.1 µM] | -5%
Cc1nnc(SCC(=O)NCc2ccco2)n1Cc1ccccc1 | -1% | -3% | 5% | 20%[38.3 µM] | 1.6% | -9%[46.1 µM] | 4%
CCCCn1c(=O)c(F)cn(Cc2ccc(OC)c([N+](=O)[O-])c2)c1=O | -1% | 1% | u | -2% | -3.0% | 16% | 0%
CCOc1ccccc1CN1CCN(C/C=C/c2ccc(OC)cc2)CC1CCO (configuration not stated) | x | 4% | x | 1% | -1.2% | 17% | 0%
CCc1nnc(NC(=O)CSc2nnc(Cc3ccccc3)n2-c2ccccc2)s1 | 0% | 5% | -2% | -9%[38.3 µM] | -0.9% | -21%[46.1 µM] | -4%
COc1cc(C2=Nc3c(c(C)nn3-c3ccccc3)P(=O)(N3CCOCC3)O2)cc(OC)c1OC (configuration not stated) | 0% | 1% | 0% | 9% | -9.0% | -9%[46.1 µM] | 5%
Cc1c(NC(=S)N/N=C/C=C/c2ccc([N+](=O)[O-])cc2)c(=O)n(-c2ccccc2)n1C | -8% | 0% | -3% | -3% | -2.0% | -17% | -2%
COc1ccccc1N1CCN(CCN(C(=O)C2CCCCC2)c2ccccn2)CC1 | -2% | 6% | u | 8% | 5.9% | -13%[46.1 µM] | -12%
CCC1c2ccc(C)n2CCN1C(=O)Nc1ccc(F)cc1 (configuration not stated) | 1% | 2% | 1% | 20%[38.3 µM] | 1.8% | -13%[46.1 µM] | -6%
O=C1CCC[C@H]2OC12[C@@H](O)CCc1ccccc1 (some centres not stated) | x | -8%[13.1 µM] | x | x | 0.0%[10.1 µM] | x | -7%[17.5 µM]
O=C(CCN1C(=O)c2ccccc2C1=O)Nc1sc2c(c1C(=O)NCC1CCCO1)CCC2 (configuration not stated) | -2% | -5% | -13% | 17% | -1.1% | -6% | -1%
Cn1c(SCc2ccccc2Cl)nnc1-c1cnccn1 | -2% | 1% | -1% | 11%[38.3 µM] | 0.0% | -5%[46.1 µM] | 6%
CCOC(=O)C1(CCc2ccccc2)CCN(Cc2ccc(OC)cc2)CC1 | x | 11% | x | 12% | -0.1% | 52% | 9%
CCCC(=O)Nc1ccc(OCC(=O)OC)cc1 | -1% | 5% | 4% | 18%[38.3 µM] | 0.0% | -6%[46.1 µM] | -1%
COc1cccc(/C=N/N2C(=O)C3C4c5ccccc5C(c5ccccc54)C3C2=O)c1OC (configuration not stated) | -2% | 3% | -8% | -3%[38.3 µM] | 6.2% | -24%[46.1 µM] | 8%
CCOC(=O)c1c(C)nc2ncccn12 | -5% | -6% | 0% | -6%[38.3 µM] | -1.5% | 8%[46.1 µM] | 9%
O=C(O)c1ccc(CNC(=S)Nc2ccccc2)cc1 | 2% | 0% | u | 0% | -0.8% | 7% | 5%

Compound profiles, from the list above. Order of screens: Luc counter	CBFb-RUNX1 inh	LMNA splice mod	IMPase Li inh	Epigenetic reg	NPSR antag	aGal spleen mod
Listed for CCCC(=O)Nc1ccc(OCC(=O)OC)cc1 : -1%	5%	4%	18%[38.3 µM]	0.0%	-6%[46.1 µM]	-1%
Listed for COc1cccc(/C=N/N2C(=O)C3C4c5ccccc5C(c5ccccc54)C3C2=O)c1OC (configuration not stated) : -2%	3%	-8%	-3%[38.3 µM]	6.2%	-24%[46.1 µM]	8%
Listed for O=C(CCN1C(=O)c2ccccc2C1=O)Nc1sc2c(c1C(=O)NCC1CCCO1)CCC2 (configuration not stated) : -2%	-5%	-13%	17%	-1.1%	-6%	-1%

Going on with the list.
SMILES | Luc counter | CBFb-RUNX1 inh | LMNA splice mod | IMPase Li inh | Epigenetic reg | NPSR antag | aGal spleen mod
Cc1occc1C(=O)Nc1ccc(OCc2ccccc2)cc1 | -2% | 4% | u | 0% | -0.1% | 13% | 0%
Cc1cc2ncn(C(=O)N3CCCC3)c2cc1C | -3% | 18% | -4% | -4% | 0.0% | 16%[46.1 µM] | 4%
OC(CN1C2=NCCN2c2ccccc21)c1ccc(Br)cc1 (configuration not stated) | -1% | 1% | u | 3%[38.3 µM] | -0.7% | 7%[46.1 µM] | -2%
CC1CCC2C(=O)N(c3ccc(NC4CCCCC4)c([N+](=O)[O-])c3)C(=O)C2C1 (configuration not stated) | 2% | u | u | 10% | 0.0% | -21% | 9%
O=C1O/C(=C\c2ccccc2)c2ccccc21 | 1% | 26% | -3% | 1% | 0.0% | 34% | -4%
Nc1ccc(Cl)c[n+]1Cc1cccc2cccnc12 | x | 7% | x | x | -0.1% | -1% | 1%
CCCn1c(N)c(C(=O)CSc2nc3ccccc3s2)c(=O)[nH]c1=O | -2% | -14% | u | 30%[activator] | -1.9% | -1% | -6%
COc1ccc(CCN(Cc2cccs2)S(=O)(=O)c2ccc(-n3cnnn3)cc2)cc1OC | 1% | 8% | u | 9%[38.3 µM] | 1.6% | -21%[46.1 µM] | -3%
CC(C)NCC(O)COc1ccc(COCCOC(C)C)cc1 (configuration not stated) | -3% | 0%&0% | u | 13% | -1.2% | -17%[46.1 µM] | 0%&-6%
Cc1ccc(C2=N/C(=C/N3CCOCC3)C(=O)O2)cc1 | -4% | 0% | 8% | 24%[38.3 µM] | 0.1% | -3%[46.1 µM] | -4%
CCCCN1CN(Cc2ccccc2)CNC1=S | 1% | -1% | -1% | 7% | 0.0% | -9%[46.1 µM] | 2%
O=C(NNc1ccccn1)c1ccccc1CC[N+](=O)[O-] | 1% | 5% | 12%[9.22 µM] | -2% | 1.1% | -19% | 2%
O=c1c(CCc2ccccc2)nc2cncnc2n1Cc1ccc(F)cc1 | x | x | u | 8% | x | x | -1%
COc1cccc(NC(=O)C(OC(=O)c2ccccc2NS(=O)(=O)c2cccs2)c2ccccc2)c1 (configuration not stated) | x | 3% | u | x | 0.0% | -13%[46.1 µM] | 2%
COC(=O)c1cn(NC(=O)CCC2CCCC2)c(=O)c2ccccc12 | -1% | 7% | -2% | 16%[38.3 µM] | 0.1% | -3%[46.1 µM] | -3%
CCOC(=O)/C(C#N)=C1/C=C(C)c2ccccc2N1 | 3% | u | 7%[46 µM] | 4% | -1.4% | -14% | -4%
CC(C)CC(NS(=O)(=O)c1ccc2c(c1)oc(=O)n2C)C(=O)N1CC=C(c2ccccc2)CC1 (configuration not stated) | -1% | 8% | -4% | 21%[38.3 µM] | 1.7% | -11%[46.1 µM] | 3%
CCCCN1C(=O)c2ccc(C(=O)NC3=NCCS3)cc2C1=O | -2% | 5% | 2% | 30%[38.3 µM] | 2.1% | 0%[46.1 µM] | 2%
CS(=O)(=O)N(CC(=O)N1CCCC1)c1ccc2c(c1)OCCO2 | -1% | 0% | 4% | 37%[activator][38.3 µM] | -0.8% | 6%[46.1 µM] | 1%
Cc1cccc(-n2nnc(C(=O)NCc3ccccn3)c2N)c1 | 5% | 10% | -2% | 16%[38.3 µM] | -6.4% | -12%[46.1 µM] | 2%

The list is partial, so the mix of outcomes need not match the whole.
